# PKA-R1A act – activates the PKA-R1A holoenzyme complex; AID 504707; P00514+P68181; PKA-R1A dissociation, Cy5-IP20 fluorescence polarization; scaled: DMSO 0%, 113 µM cGMP 100%; activation, % at 11.4 µM; 0.083% of 340,000 active;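 active = percent activation above the mean of all tested compounds plus 3 SD, cut at about 19% in these data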;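 also: higher means more PKAc released from R1A so a rise in polarization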
# E coli growth – bacterial growth inhibition, counter-screen for AddAB inhibitors; inhibition, % at 11.9 µM; AID 449728; 0.27% of 330,000 active; E. coli V3065 growth, OD600 absorbance, 18 h;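 active = inhibition above the campaign's mean inhibition across all tested compounds plus 3 SD, cut at about 9.9% in these data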;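 also: uninfected addAB+ strain grown without phage in ampicillin broth; 0% = DMSO wells and 100% = ciprofloxacin 0.95 µg/ml wells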
# Tat transport – E. coli Tat transport inhibition; E. coli MC4100 TorA-mCherry Tat export, fluorescence; inhibition, % at 10 µM; 0.036% of 340,000 active; AID 488895;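 active = mean replicate inhibition at least 50% and at least half of replicates individually reaching 50%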;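 also: exported cargo escapes ClpAP degradation while cytoplasmic cargo is degraded and loses fluorescence; 0% = median of neutral control wells and 100% = median of NaSCN control wells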
# phage Ecoli inh – E. coli growth loss with phage present; growth absorbance; inhibition, % at 11.9 µM; 0.26% of 360,000 active; in the data active = inhibition above about 11%
# PfHsp90 yeast 2 – growth inhibition of yeast expressing Plasmodium Hsp90 | S. cerevisiae expressing PfHsp90, BacTiter-Glo ATP, 48 h; yeast lacking PDR1 and PDR3 efflux regulators | inhibition, % at 9.4 µM | 0.32% of 310,000 active | AID 504621;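 active = every replicate shows inhibition above about 80%, whatever the replicate mean, limit read from the data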;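 also: 0% = DMSO neutral controls and 100% = 20 µM radicicol positive controls; yeast relying on Plasmodium falciparum Hsp90 in place of its own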
# HTR5A inv ag – inverse agonist of human HTR5A in OPRM1-OPRD1 counter-screen. P47898. HTR5A cell line, luminescence, inverse agonism. inhibition, % at 9.3 µM. 0.083% of 340,000 active; in the data active = inhibition mostly above about 23%, no sharp cut-off; inactive = mostly below about 18%;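 also: 0% = cells with DMSO and 100% = no-cell wells with DMSO; some compounds called inactive have numbers as strong as hits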
# AddAB inh – less growth of phage-infected E. coli with AddAB; 0.29% of 330,000 active; E. coli expressing H. pylori AddAB, absorbance growth; inhibition, % at 11.9 µM; in the data active = inhibition above about 12%;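 also: 0% = vehicle wells of infected cells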
# SUMO Mot1 rescue – SUMOylation pathway inhibition by Mot1-301 growth rescue; 1% of 320,000 active; AID 2716; S. cerevisiae Mot1-301 growth rescue, ATP luminescence, 38.5C; percent above DMSO median, 100 means doubled; growth rescue, % at 18.8 µM;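 active = every valid replicate shows activation above 250% relative to neutral control wells; inactive = the rest, any valid replicate at or below 250%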;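 also: OY570 slx delta 5 strain wells were the positive control but not used for scaling; some compounds called inactive have numbers as strong as hits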
# MOR-DOR inv ag – mu-delta opioid heterodimer inverse agonism. P35372+P41143. cell-based MOR-DOR heterodimer luminescence. inhibition, % at 9.3 µM. 0.21% of 340,000 active; in the data active = inhibition above about 22%, passing the limit was not always enough;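 also: 0% = cells with DMSO and 100% = wells without cells with DMSO; values of inactives mirror those of a sister screen read the other way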
# Target sequence (P35372 whole entry, looked up): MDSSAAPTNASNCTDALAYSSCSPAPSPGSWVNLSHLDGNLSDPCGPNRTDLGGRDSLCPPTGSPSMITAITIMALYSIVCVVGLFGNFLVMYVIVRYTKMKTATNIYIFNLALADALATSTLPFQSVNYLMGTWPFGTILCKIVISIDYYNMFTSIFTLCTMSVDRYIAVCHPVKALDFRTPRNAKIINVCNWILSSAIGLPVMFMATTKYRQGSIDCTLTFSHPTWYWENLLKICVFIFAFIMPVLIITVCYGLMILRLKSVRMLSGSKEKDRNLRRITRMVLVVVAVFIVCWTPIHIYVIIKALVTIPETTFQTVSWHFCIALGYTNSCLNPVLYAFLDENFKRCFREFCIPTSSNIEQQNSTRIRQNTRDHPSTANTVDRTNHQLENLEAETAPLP
# Target sequence (P41143 whole entry, looked up): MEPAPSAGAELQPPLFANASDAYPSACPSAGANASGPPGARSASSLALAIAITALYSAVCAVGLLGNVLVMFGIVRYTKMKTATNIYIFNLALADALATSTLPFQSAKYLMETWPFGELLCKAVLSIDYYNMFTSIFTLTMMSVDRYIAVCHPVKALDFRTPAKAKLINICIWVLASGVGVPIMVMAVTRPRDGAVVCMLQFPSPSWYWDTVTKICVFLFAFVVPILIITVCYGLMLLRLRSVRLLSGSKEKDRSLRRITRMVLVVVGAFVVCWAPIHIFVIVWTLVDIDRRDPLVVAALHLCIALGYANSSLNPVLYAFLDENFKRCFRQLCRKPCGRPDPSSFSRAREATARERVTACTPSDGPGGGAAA
# MOR-DOR ag – agonists of human mu-delta opioid receptor heterodimerization; cells, OPRM1-OPRD1 heterodimerization, luminescence; P35372+P41143; 0.3% of 340,000 active; activation, % at 9.3 µM; in the data active = activation above about 18%;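 also: 0% = vehicle-treated cells and 100% = reference agonist; values of inactives mirror those of a sister screen read the other way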
# PKA-R2B act – PKA-R2B complex activation | P22694+P31323 | PKA-R2B holoenzyme dissociation, Cy5-IP20 fluorescence polarization; R2B truncated from residue 108, S112A mutant; 0% DMSO only, 100% 113 µM cGMP | activation, % at 11.4 µM | 0.079% of 340,000 active | AID 504700;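 active = activation above a cutoff set at the mean over all compounds plus 3 SD, cut at about 18% in these data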;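 also: higher means more holoenzyme dissociation and a rise in polarization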
# * marks the source's active call; other numbers are inactive results; · = not tested or not shown.
SMILES,PKA-R1A act,E coli growth,Tat transport,phage Ecoli inh,PfHsp90 yeast 2,HTR5A inv ag,AddAB inh,SUMO Mot1 rescue,MOR-DOR inv ag,MOR-DOR ag,PKA-R2B act
CCOc1ccc(N(C)Cc2cc(=O)oc3ccc(OC)cc23)cc1,-7,2.3,5,-0.5,-66,-16,4.1,8,2,-0.5,-4
O=C(COc1ccc(Cl)cc1)Nc1ccc(C(=O)O)cc1NC(=O)COc1ccc(Cl)cc1,-6,-0.2,5,2.7,-11,12,1.3,-12,6,-1.1,5
CCOCCCNC(=O)CCc1nnc2ccc(N3CCCCC3)nn12,-9,0.7,-1,·,8,7,-1.7,3,7,-1.3,3
Cc1cccc(C)c1NC(=S)N(CCCN1CCN(C)CC1)Cc1cccs1,-9,2.7,-2,-2.6,14,-2,-0.2,4,4,-0.9,-2
C1CCN(CCCNC2C3CC4CC(C3)CC2C4)C1 (stereo unspecified),-1,0.3,-7,2.5,-2,-9,4.2,-17,7,-1.3,0
C/C(=N\NC(=O)Cc1ccccc1)c1cccs1,-3,-4.5,-5,0.2,19,13,-0.1,53,-1,0.2,-21
O=C(/C=C/c1ccccc1)N/C(=C/c1ccccc1)C(=O)NCCCO,-4,0.3,4,3.2,8,0,-0.5,-3,14,-2.3,-9
Cc1ccccc1NC(=S)Nc1cccc([N+](=O)[O-])c1,7,1.2,-2,1.1,-8,9,1.0,-17,4,-0.7,-3
O=C(CN1CCN(S(=O)(=O)N2CCOCC2)CC1)Nc1cc(Cl)cc(Cl)c1,4,0.9,5,0.9,-7,-2,2.7,-9,6,-0.8,-3
CCN(CC(=O)NCc1cccs1)S(=O)(=O)c1ccc(F)cc1,-16,-0.3,7,2.8,-11,13,-1.0,20,6,-0.9,-15
C=C1CSc2nc3ccccc3c(=O)n21,-2,-0.7,-8,1.4,-10,9,2.0,903,7,-1.2,-3
CC(C)c1cc(C(C)C)c(S(=O)(=O)N2CCNCC2)c(C(C)C)c1,-2,3.6,3,-1.7,5,-22,7.8,-19,-5,1.0,3
Cc1cc(C)c2c3c(sc2n1)C(c1ccccc1)C(C#N)=C(N)O3 (stereo unspecified),3,0.8,3,·,-10,-11,0.4,6,9,-1.7,-2
Cc1c(Br)c([N+](=O)[O-])nn1CC(=O)Nc1sc2c(c1C(=O)OC(C)C)CCC(C)C2 (stereo unspecified),-5,-0.1,1,2.1,-23,-14,3.8,6,7,-1.3,3
CC1(C)CC(=O)c2c(O)cc(O)cc2O1,1,-1.2,-2,1.8,·,8,0.9,-6,12,-2.3,-4
C#CCOCCOCCOCCNc1nc(N2CCN(C(=O)[C@H]([C@@H](C)CC)n3cc([C@@H](N)Cc4ccc(O)cc4)nn3)CC2)nc(N2CCN(C(=O)[C@H]([C@@H](C)CC)n3cc([C@@H](N)CC(C)C)nn3)CC2)n1,-9,-2.0,9,3.0,-9,-9,3.2,14,12,-2.1,-1
CCOc1ccc(-c2nn(-c3ccccc3)cc2/C=C2\SC(=S)N(Cc3ccco3)C2=O)cc1,-11,-1.4,-14,5.0,-1,-5,0.7,-12,5,-0.8,-5
COc1ccc(NC(=O)CSc2nnc(CN3CCOCC3)n2-c2ccccc2)cc1Cl,-7,-1.9,1,1.0,·,10,-0.2,-14,8,-1.6,-4
O=C(NCc1nc2ccccc2[nH]1)c1cccc(S(=O)(=O)N2CCOCC2)c1,8,1.7,10,2.9,2,-3,5.0,-6,7,-1.3,6
CCCc1ccc2oc(C(=O)N(Cc3ccncc3)CC3CCCO3)c(C)c2c1 (stereo unspecified),-5,-2.6,8,2.3,-5,-4,-0.2,5,10,-1.9,2
CCOC(=O)c1cccc(NC(=O)CC2Oc3ccccc3NC2=O)c1 (stereo unspecified),4,-2.2,-15,1.3,-43,10,1.6,-9,5,-1.1,-11
O=C(Nc1cccc(NC(=O)c2cccc(F)c2)n1)c1cccc(F)c1,-5,0.6,0,-0.1,4,1,1.5,126,-9,2.0,-2
O=C(NC1CCCc2ccccc21)C1CCN(S(=O)(=O)N2CCCCCC2)CC1 (stereo unspecified),-14,2.0,0,2.1,19,1,1.6,-10,-8,1.4,0
CCCCOc1ccccc1-c1ccccc1CN1[C@@H](C(C)C)COCCS1(=O)=O,-10,0.7,-1,-1.8,-64,-2,0.9,·,-6,1.1,-2
Fc1ccc(-c2nn3c(C4COc5ccccc5O4)nnc3s2)cc1 (stereo unspecified),4,-0.6,0,2.2,-144,7,4.9,18,2,-0.3,3
# (more compounds)
SMILES,PKA-R1A act,E coli growth,Tat transport,phage Ecoli inh,PfHsp90 yeast 2,HTR5A inv ag,AddAB inh,SUMO Mot1 rescue,MOR-DOR inv ag,MOR-DOR ag,PKA-R2B act
C#CCOCCOCCOCCNc1nc(N2CCN(C(=O)[C@H]([C@@H](C)CC)n3cc(CCC(=O)O)nn3)CC2)nc(N2CCN(C(=O)[C@H](CCCCN)n3cc(CCCC)nn3)CC2)n1,-5,·,0,0.9,4,4,·,·,3,-0.6,5
Cc1nn(-c2ccccc2)c2[nH]c(=O)cc(C(F)F)c12,-10,0.0,-7,2.7,6,15,0.8,15,8,-1.5,-7
CC(=O)N(C)c1ccc(OCC(O)Cn2c(C)nc3ccccc32)cc1 (stereo unspecified),-18,-0.8,-2,2.2,·,-31,-0.4,-8,6,-1.2,-8
O=C(Cc1ccc(Br)cc1)NNC(=O)Nc1ccc(Cl)cc1,-2,1.6,-1,3.8,-4,8,1.6,-6,15,-3.0,3
CC(C)CC(=O)c1c[nH]c(C(=O)NCc2ccc(F)cc2)c1,-3,1.4,-15,2.5,2,8,1.3,6,-1,0.1,-3
Oc1c(CN2CCOCC2)ccc(CN2CCOCC2)c1O,14,·,1,0.0,·,3,·,·,2,-0.3,0
O=C(CSc1nc2c([nH]c3ccccc32)c(=O)n1-c1ccc(F)cc1)NCc1ccco1,2,-1.6,-4,2.7,-12,-16,-1.2,-7,10,-1.8,7
COc1cc(C(C)=O)ccc1Oc1cnccn1,-10,1.3,-9,4.9,·,-20,2.3,-10,12,-2.4,0
Cn1cc(CNC(=O)C2CCC(=O)N(Cc3ccccc3F)C2)cn1 (stereo unspecified),-5,1.8,-4,1.3,7,5,2.8,348,4,-0.5,-6
CN1CCN(c2cc(=O)n(-c3ccc(Cl)cc3)c(=O)[nH]2)CC1,0,-1.0,10,3.9,5,9,2.1,-5,7,-1.1,-2
Cc1ccc(OCCOCCN2CCCC2)c(Br)c1,-3,2.5,-8,1.8,-1,-1,1.8,27,17,-3.4,-8
CCCCN(C(=O)NC(=O)C1=C(N2CCOCC2)/C(=C/c2ccccc2)CC1)S(C)(=O)=O,5,-2.3,-4,2.6,-4,-34,0.3,12,-1,0.2,-1
Cc1cc(N2CCN(c3ccccc3Cl)CC2)n2cc(-c3ccccc3)nc2n1,-9,-1.7,-7,3.5,6,-10,2.2,0,-15,2.9,1
CC1(C(=O)NCCc2c[nH]c3ccccc23)C=CCN1C(=O)c1ccccc1 (stereo unspecified),-7,3.4,6,2.6,19,-4,2.1,-24,6,-1.1,0
Cc1c(C(=O)OCC(=O)c2ccc3c(c2)OCCO3)oc2ccccc12,-4,1.5,4,0.6,-5,8,1.7,312*,-9,1.5,-4
CCOC(=O)N1CCC(NC(=O)Cn2c3c(c(-c4ccccc4Cl)cc2=O)CCC3)CC1,-6,-1.6,2,1.9,-13,-18,-1.8,1,5,-0.8,-9
O=C(Nc1ccc(F)cc1)C1CCC(CNc2c(N3CCCCC3)c(=O)c2=O)CC1 (stereo unspecified),10,1.8,-9,2.9,8,0,1.9,9,2,-0.3,-10
O=C(CN1C(=O)c2cccnc2Oc2ccc(Cl)cc21)NCCC1=CCCCC1,-4,-1.0,-1,2.8,9,-22,0.4,-20,3,-0.6,-3
CCOC(=O)c1c(C)[nH]c(C(=O)COC(=O)c2cnc(C)cn2)c1C,0,-1.4,2,2.1,37,-31,1.3,18,9,-1.6,-11
Cc1csc(NC(=O)CSc2nnnn2C)n1,-2,-0.6,3,0.1,9,-21,2.1,-4,-7,1.4,11
O=C1CCC(=O)N1CC(=O)N(c1ccccc1)c1ccccc1,3,-0.2,-6,0.6,24,-12,0.7,-4,4,-0.8,4
CCOC(=O)c1[nH]c(=O)[nH]c1COC(=O)c1cc2ccccc2o1,-6,-0.3,10,1.2,·,7,5.3,-16,14,-2.7,1
CCOC(=O)c1c(C)[nH]c(C(=O)COC(=O)/C=C/c2cccc(OC)c2OC)c1C,2,0.6,1,2.6,-39,-4,-1.4,-7,16,-3.0,1
CCN(CC)C(NC(=O)Cc1ccccc1)C(Cl)(Cl)Cl (stereo unspecified),-3,-0.5,-3,2.9,4,-16,0.9,-9,9,-1.5,-7
CCn1c(O)c(/C=C/C=C/C=Nc2ccccc2)sc1=S,0,0.1,-2,1.5,14,-2,1.9,-4,-22,4.5,10

# As entered above.
# Reading for CCn1c(O)c(/C=C/C=C/C=Nc2ccccc2)sc1=S under PfHsp90 yeast 2: 14
# Reading for C#CCOCCOCCOCCNc1nc(N2CCN(C(=O)[C@H]([C@@H](C)CC)n3cc(CCC(=O)O)nn3)CC2)nc(N2CCN(C(=O)[C@H](CCCCN)n3cc(CCCC)nn3)CC2)n1 under MOR-DOR ag: -0.6

# Next section.
SMILES,PKA-R1A act,E coli growth,Tat transport,phage Ecoli inh,PfHsp90 yeast 2,HTR5A inv ag,AddAB inh,SUMO Mot1 rescue,MOR-DOR inv ag,MOR-DOR ag,PKA-R2B act
O=C(CS)Nc1ccc2ccccc2c1,-18,2.1,-7,2.6,4,-6,-0.8,-5,-4,0.9,-19
COc1ccc(OCc2nc(N)nc(Nc3ccc(C)cc3)n2)cc1,0,3.1,-7,0.9,·,-23,1.6,4,3,-0.5,-13
O=C(COC(=O)CNC(=O)c1ccccc1)Nc1ccc(F)c([N+](=O)[O-])c1,3,-0.3,7,2.6,-37,8,-1.3,4,13,-2.5,5
COC(=O)c1ccccc1NC(=O)c1cnn2c(C(F)F)cc(C3CC3)nc12,-11,-0.3,9,0.7,-13,2,2.3,-7,7,-1.6,0
CCOC(=O)c1nnn(-c2nonc2-n2cccc2)c1CN1CCC(C)CC1,-9,-1.9,5,2.0,-8,-25,1.2,134,-15,2.6,11
Cc1cccc(CN2CCN(C(C)C(=O)NC(C)c3ccccc3)CC2)c1 (stereo unspecified),4,-1.4,0,-2.3,-8,12,0.6,1,-3,0.5,7
COC(=O)Cc1ccc(NC(=S)NCCSc2ccc(C)cc2)cc1,-4,1.1,11,7.0,8,-13,1.6,16,-49,6.8,-10
Cc1cc(N/N=C2\CC(C)CC(C)(C)C2)nc2ccccc12 (stereo unspecified),-2,-0.2,-16,2.5,-5,8,1.4,·,5,-0.9,0
COc1cccc(NC(=S)N2CCc3cc(OC)c(OC)cc3C2)c1,-1,1.2,4,2.2,9,-5,-2.5,-12,-7,1.5,3
CCOc1cc(C(=O)OCC(=O)Nc2cc(C)on2)cc(OCC)c1OCC,-4,1.6,-6,-1.7,·,-16,1.7,-4,-1,0.2,-8
S=C(NCCSCc1ccccc1Cl)Nc1ccccc1,-3,1.1,2,5.4,-5,-7,3.3,8,-6,1.0,1
CCCNC(=O)c1cccc(Cn2cc(Br)c([N+](=O)[O-])n2)c1,-4,11*,7,6.1,14,6,15*,-3,4,-0.6,5
